# Screens deposited in PubChem by Broad Institute.
# DENV2 CPE rescue = inhibitors of DENV2 cytopathic effect | CPE inhibition, % at 9.99 µM | AID 651640 | DENV2-infected cells, cytopathic effect rescue, plate reader | actives 1.7% (n = 350,000); in the data active = CPE inhibition above about 20%, passing the limit was not always enough; inconclusive = no clear call, values can overlap the other calls; tested in BHK-21 cells;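 note: 0% = median of neutral control wells and 100% = median of positive control wells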
# EWS-Fli inh = inhibitors of EWS/Fli oncoprotein transcriptional activity | A673 NR0B1-luciferase reporter, viability-normalised | actives 0.67% (n = 350,000) | inhibition, % at 12.6 µM;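 active = mean inhibition of at least 50% after viability correction, with every replicate also passing that limit; inconclusive = mean reaches 50% but only one of two replicates passes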;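 note: firefly luciferase signal divided by Alamar Blue viability fluorescence both relative to DMSO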
# PAX8 reporter = inhibitors of PAX8 transcriptional activity in RMG-I cells. RMG-I TPO-luciferase reporter, SteadyGlo, 24 h. inhibition, % at 12.6 µM. actives 1.2% (n = 360,000);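 active = mean replicate inhibition at least 60% with every replicate also reaching 60%; inconclusive = only one of the two criteria is met; inactive = mean below 60% and not all replicates reaching 60%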;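 note: luciferase light reporting Pax8 driven TPO promoter activity; plate controls were median of neutral control wells for no effect and mitoxantrone controls for full effect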
# ERp5 inh = inhibitors of human ERp5; Q15084; ERp5 insulin aggregation, absorbance 650 nm, 90 min; inhibition, % at 9.99 µM; actives 0.05% (n = 350,000);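 active = mean replicate inhibition above about 25%, with every replicate also reaching it, limit read from the data, passing the limit was not always enough; inconclusive = only one of those two criteria met; inactive = neither criterion met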
# Target sequence (Q15084 whole entry, looked up): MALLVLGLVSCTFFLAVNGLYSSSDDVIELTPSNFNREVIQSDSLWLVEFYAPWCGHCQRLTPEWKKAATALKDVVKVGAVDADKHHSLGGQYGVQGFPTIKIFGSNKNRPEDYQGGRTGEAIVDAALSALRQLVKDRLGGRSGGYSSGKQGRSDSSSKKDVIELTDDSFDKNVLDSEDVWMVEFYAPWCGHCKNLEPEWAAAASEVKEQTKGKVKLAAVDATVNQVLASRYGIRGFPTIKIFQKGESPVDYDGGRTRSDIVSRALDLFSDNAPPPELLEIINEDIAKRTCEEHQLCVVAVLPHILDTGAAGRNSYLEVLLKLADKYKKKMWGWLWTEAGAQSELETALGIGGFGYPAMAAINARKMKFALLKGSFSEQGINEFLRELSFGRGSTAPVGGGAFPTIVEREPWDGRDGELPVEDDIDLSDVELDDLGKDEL
# GSIS activator = GLuc luminescence reporter in INS-1E cells, primary screen for activators of glucose-dependent secretion of insulin; actives 0.61% (n = 370,000); activation, % at 16.6 µM; INS-1E GLuc reporter insulin secretion, 2-3 h;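 active = lowest replicate activation of at least 40%, so every replicate reaches that level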;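 note: 0% = median of neutral control wells and 100% = median of IBMX positive control wells; some compounds called inactive have numbers as strong as hits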
# Xi reactivation = X-chromosome reactivation activator; actives 0.055% (n = 360,000); XiGFP mouse fibroblasts, % GFP-positive cells imaging, 3 d; cells co-treated with 5-aza-dC sensitizer; scaled so ellipticine positive control = 100%; activation, % at 7.58 µM; AID 743238;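 active = mean normalized replicate activation at least 10% and every replicate at or above 10%; inconclusive = only one of the two criteria met; inactive = mean below 10% and not all replicates reach 10%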;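 note: 0% = median of on-plate neutral control wells and 100% = ellipticine 6 µM median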
#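 material = 68-5-11 XiGFP fibroblast line | medium = DMEM plus 5-aza-dC sensitizer | schedule = 3 days compound exposure | benchmarks = positive control ellipticine, 6 µM final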
# ARNT TACC3 PPI = disrupts binding between human ARNT and TACC3; Q9Y6A5; AlphaScreen His-ARNT PAS-B/GST-TACC3 binding, luminescence; TACC3 fragment carries E629A point mutation; inhibition, % at 9.99 µM; actives 0.66% (n = 390,000); AID 623870;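 active = mean inhibition of replicates at least 50% and at least half of replicates each reaching 50%; inconclusive = half or more replicates reach 50% but mean below 50%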;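 note: 0% = complete ARNT plus TACC3 wells and 100% = ARNT alone without TACC3; many hits fall short of the cut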
# F508del corr = correctors of CFTR F508del function in bronchial epithelial cells | CFBE cells, YFP halide quenching; stimulated with forskolin plus potentiator P3; % fluorescence drop versus neutral controls | activity (quench increase), % at 7.58 µM | actives 0.36% (n = 350,000) | AID 720511;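 active = mean added fluorescence quench of at least 8% versus neutral control, with both replicates also reaching 8%; inconclusive = only one of the mean or replicate conditions met; inactive = mean below 8% and not both replicates reaching 8%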;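 note: cells transiently co-express mutant CFTR-F508del with the halide-sensitive YFP; corrector assay measuring rescue of mutant channel to the surface after 24 h compound exposure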
# Numbers without * were called inactive; ? = inconclusive; . = no result given. Compounds were not picked by outcome; 4.2% or so of the library scored in one or more.
cpd	canonical_smiles	DENV2 CPE rescue	EWS-Fli inh	PAX8 reporter	ERp5 inh	GSIS activator	Xi reactivation	ARNT TACC3 PPI	F508del corr
1	COc1ccc(CCN2CC(C(=O)NCCCn3nc(C)cc3C)CCC2=O)cc1 (stereo not drawn)	19	.	11	-2	15	0.1	-13	-1.6
2	Cc1ccccc1-c1ccc2c(c1)O[C@@H](CN(C)C(=O)Nc1ccc(C(F)(F)F)cc1)[C@H](C)CN([C@H](C)CO)S2(=O)=O	4	20	58	2	-15	0.0	1	-3.1
3	Clc1ccccc1OCCNc1nc(NCC2CC2)nc2ccsc12	0	3	-14	-6	-39	0.0	.	-3.4
4	Cn1c(N)c(Sc2ccccc2[N+](=O)[O-])c(=O)n(C)c1=O	?	-2	4	4	9	0.0	3	3.7
5	COC(=O)[C@@]12C[C@@H](CC(=O)NCC34CC5CC(CC(C5)C3)C4)C(=O)N(Cc3ccccc3)C1=CCC(C)(C)C2	6	5	-7	-4	-9	-0.1	.	-1.6
6	O=C(NCC(=O)N1CCOCC1)c1ccccc1	-1	-31	-48	0	0	0.1	-2	1.1
7	CCOC(=O)c1c(-c2ccc(OC)cc2)csc1NC(=O)COc1ccc2c(C)cc(=O)oc2c1	0	-5	-13	6	2	0.1	12	.
8	COc1ccc(NC(=O)N2CC(=O)N3[C@H](C2)[C@H](c2ccc(-c4ccccc4)cc2)[C@@H]3CO)cc1	-1	5	-35	2	-16	0.2	.	-4.1
9	COC(=O)C[C@H]1CC[C@@H]2[C@@H](COc3ccc(NC(=O)c4cccc(F)c4)cc3C(=O)N2C)O1	4	-8	11	-1	-3	0.1	16	-0.7
10	O=S(=O)(c1ccccc1)N1CCCCN2[C@H](CO)[C@@H](c3ccc(-c4ccccc4)cc3)[C@@H]2C1	-8	10	-4	6	-28	0.2	-7	-1.9
11	CCN(CCNC(=O)CCCn1nc(C)n2c(cc3sccc32)c1=O)c1ccccc1	4	-1	9	-2	.	0.0	-17	0.3
12	Cc1cccc(C(=O)OC(C)CN2CCOCC2)c1 (stereo not drawn)	0	5	-20	-12	18	0.0	-4	-5.9
13	Cc1cc(C(=O)CN2C(=O)NC3(CCC(C)CC3)C2=O)c(C)n1C (stereo not drawn)	2	5	-1	-3	-3	0.0	-4	0.7
14	CSc1ncccc1C(=O)N1CCCC(C(=O)c2ccc3ccccc3c2)C1 (stereo not drawn)	16	-2	18	5	.	0.1	2	-0.1
15	CC(C)NC(=O)N(C)C[C@H]1Oc2ccc(NC(=O)Nc3ccc4c(c3)OCO4)cc2CC(=O)N([C@@H](C)CO)C[C@H]1C	-11	-5	.	-2	7	-0.3	-5	-2.3
16	C[C@@H]1CN([C@H](C)CO)C(=O)c2cc(NC(=O)Nc3ccccc3)ccc2O[C@@H]1CN(C)S(=O)(=O)c1cn(C)cn1	8	-7	.	-4	59	0.0	-6	3.8
17	C[C@@H]1CCCCO[C@@H](CN(C)CC2CC2)[C@H](C)CN([C@@H](C)CO)C(=O)c2cc(NC(=O)NC3CCCCC3)ccc2O1	-3	.	3	-1	2	0.3	3	0.9
18	CCCNC(=O)[C@H]1[C@H](CO)[C@H]2Cn3c(ccc(-c4ccccc4F)c3=O)[C@H]2N1C(=O)C1CCC1	17	-5	14	.	14	0.5	.	0.4
19	Cc1ccc(NC(=O)CSCC(=O)N2CCN(Cc3ccc4c(c3)OCO4)CC2)cc1	4	8	6	0	-19	0.2	-20	0.3
20	CCC(=O)NC[C@H]1[C@H](c2ccc(C3=CCCC3)cc2)[C@@H](CO)N1C(=O)C1CC1	13	7	-8	.	1	0.0	4	-0.7
21	CC1(C)C2CC[C@]3(C)C(CC=C4[C@@H]5C[C@@](C)(CO)[C@@H](O)C[C@]56C[C@@H](OC6=O)[C@]43C)[C@@]2(C)CC[C@@H]1O (stereo partly drawn)	-8	4	.	-2	.	.	-4	4.1
22	Cc1ccccc1-c1cnc2c(c1)C(=O)N([C@H](C)CO)C[C@H](C)[C@@H](CN(C)CC1CCOCC1)O2	.	-11	.	3	18	0.1	-5	-1.0
23	COc1ccccc1NC(=O)N1CCCCN2[C@@H](CO)[C@H](c3ccc(C#CC4CCCC4)cc3)[C@@H]2C1	-25	29	51	-1	-27	0.0	32	0.8
24	COc1nc(N)c(C#N)c(-c2ccc(N(C)CCC#N)cc2)c1C#N	-6	-9	41	-3	-7	0.0	8	-4.0
25	O=C(NCc1ccc2c(c1)OCO2)c1ccc(-n2cnnn2)cc1	-2	5	.	-2	39	.	10	-1.6
26	O=C(Nc1cccc(Cl)c1)c1cc(S(=O)(=O)N2CCOCC2)cs1	4	9	10	4	.	0.4	-37	-3.8
27	COc1cc(OC)cc(C(=O)NCC(=O)NCc2ccccn2)c1	7	-6	0	-1	6	0.0	4	0.2
28	O=C(Nc1nc(-c2cc(F)ccc2F)cs1)c1ccccn1	4	-15	-29	0	-9	0.1	-2	-2.6
29	COc1ccccc1CC(=O)NC1CCN(Cc2ccccc2)CC1	-3	11	3	1	-27	0.0	11	-1.2
30	O=[N+]([O-])c1cccc(NC(=S)N2CCCC2)c1	6	-5	11	-8	8	0.0	-4	1.2
31	O=S(=O)(c1ccccc1F)N1CCCCN2[C@H](C1)[C@H](c1ccc(-c3cncnc3)cc1)[C@@H]2CO	.	-1	1	0	-9	0.0	-1	-3.0
32	CC(=O)N1[C@@H](CO)[C@@H](c2ccc(-c3ccc(F)cc3)cc2)[C@@H]1CNC(=O)C1CC1	2	-5	5	.	-9	0.2	0	2.6
33	O=C1c2ccccc2C(c2nnnn2-c2ccc3c(c2)OCCO3)N1Cc1ccc(F)cc1 (stereo not drawn)	15	9	-5	6	1	0.0	.	1.4
34	C[C@H]1CN([C@@H](C)CO)C(=O)c2cc(NC(=O)NC3CCCCC3)ccc2O[C@H]1CN(C)S(=O)(=O)c1cccs1	-5	-4	.	-2	-10	0.1	-4	-3.6
35	CCN(C(=O)C1CCN(S(=O)(=O)c2ccc3c(c2)oc(=O)n3C)CC1)c1cccc(C)c1	4	9	19	2	-3	0.1	.	-1.6
36	CCc1ccccc1N1CSC2=C(C#N)C(c3ccccc3F)CC(=O)N2C1 (stereo not drawn)	-10	7	2	1	-7	0.0	0	-1.0
37	CCCSc1nnc(CSc2nc(C)cc(C)n2)n1C	-7	-10	8	-1	6	0.0	2	0.2
38	CSCc1c(C(=O)OCC(=O)NC2CCCCC2)oc2ccccc12	3	6	2	2	31	0.0	5	3.8
39	CCN1C(=O)c2ccc(C(=O)Nc3ncc(C)s3)cc2C1=O	-3	-29	-116	4	-2	0.0	-4	0.0
40	O=C(NCc1ccc2c(c1)OCO2)c1cc(Cl)ccc1Cl	9	-15	-33	0	.	0.0	-2	1.8
41	N#Cc1ccccc1NC(=O)C1CCCO1 (stereo not drawn)	13	-2	-7	7	25	0.0	.	1.4
42	CC1(C)CC(=O)N(CC(=O)O)c2ccccc2S1(=O)=O	34*	-11	-5	2	4	0.1	.	3.5
43	O=C(CN1C(=O)NC(c2ccccc2)(c2ccccc2)C1=O)Nc1ccc2[nH]c(=O)[nH]c2c1	-4	7	17	-2	-8	-0.1	8	2.7
44	O=S(=O)(NCC1(N2CCOCC2)CCCCC1)c1ccc(F)cc1	-8	-4	-2	-23	17	0.0	-2	-0.9
45	C[C@H](CO)N1C[C@H](C)[C@H](CN(C)S(=O)(=O)c2cccs2)Oc2ncc(/C=C/c3ccccc3)cc2C1=O	-9	-5	.	2	-13	0.0	1	0.0
46	O=C(NC1CC1)c1ccc(-c2cnc3cccnn23)cc1	-3	-80	-249	-1	2	0.0	.	-3.3
47	CN(Cc1ccccc1)C(NC(=O)c1ccco1)C(Cl)(Cl)Cl (stereo not drawn)	0	-9	-7	-1	6	7.6	-12	-0.3
48	COCC(C)N=C1SCCN1Cc1ccccc1 (stereo not drawn)	6	-1	15	2	-9	0.2	-3	-2.3
49	C/C=C/c1cnc2c(c1)C(=O)N([C@@H](C)CO)C[C@H](C)[C@H](CN(C)C(=O)Nc1ccc(OC)cc1)O2	2	-7	.	-2	2	-1.3	1	-3.1
50	COc1cccc(OC)c1OCCCCN1CCC(Cc2ccccc2)CC1	.	20	18	1	-7	0.1	2	-1.3
51	COc1ccc(S(=O)(=O)N2CCC(C(=O)NCCC(=O)NCc3ccccn3)CC2)cc1	36*	10	9	-1	.	0.0	.	6.3
52	Cc1ccc(NC(=S)Nc2cccc3cnccc23)c(C)c1	-4	-13	29	1	-19	0.1	24	0.7
53	O=C(NCCN1CCOCC1)c1ccc(CSCc2cccc(Cl)c2)o1	-4	-7	-5	-3	2	0.0	-5	0.1
54	CN(C)c1ccc(C(=O)N2CCN(c3cc(C(F)(F)F)nc4ccccc34)CC2)cc1	-7	8	15	3	-36	-0.1	5	-1.9
55	O=C(NC[C@H]1CC[C@H]2[C@H](CN2C(=O)NC2CCCC2)O1)c1ccc2c(c1)OCO2	7	-2	1	-6	.	.	.	3.8
56	COc1cccc(-c2ccc3n(c2=O)C[C@@H]2[C@@H](CO)[C@H](C(=O)NC4CCC4)[C@H]3N2C)c1	-6	6	.	-13	8	0.3	-20	-0.1
57	CCc1nnc(NS(=O)(=O)c2ccc(N/C=C\C(=O)c3ccc(F)cc3)cc2)s1	-7	21	-30	-4	-8	-0.1	6	-3.8
58	COc1ccc(C2NC(c3ccc(OC)cc3)C([N+](=O)[O-])C(C)(C)C2[N+](=O)[O-])cc1 (stereo not drawn)	3	16	6	0	-18	0.4	-1	3.8
59	CCCC(=O)NC(=S)Nc1sc2c(c1C(N)=O)CCC2	-3	-23	-43	1	-6	0.5	.	3.1
60	C[C@@H]1CN([C@@H](C)CO)C(=O)c2cccc(NC(=O)c3ccncc3)c2O[C@@H]1CN(C)Cc1ccc(C(F)(F)F)cc1	-7	-6	-3	2	-13	-0.1	1	0.1

# Further structures follow.
cpd	canonical_smiles	DENV2 CPE rescue	EWS-Fli inh	PAX8 reporter	ERp5 inh	GSIS activator	Xi reactivation	ARNT TACC3 PPI	F508del corr
61	O=[N+]([O-])c1ccc(COc2ccccc2/C=N/O)cc1	.	.	7	.	31	-0.1	-5	.
62	Cc1nn(-c2ccccc2)c(N)c1Sc1cccc([N+](=O)[O-])c1	.	.	21	.	-18	0.0	6	.
63	COc1ccc(CN(C)C[C@@H]2Oc3ccc(NS(=O)(=O)c4ccccc4)cc3CC(=O)N([C@@H](C)CO)C[C@H]2C)cc1	15	-16	-31	-3	-5	0.0	.	-3.4
64	O=C(NC1CCCCCCC1)c1ccccc1-c1ccccc1	13	4	13	-2	12	0.0	-5	0.7
65	O=C(Nc1ccncc1)C1CCN(S(=O)(=O)c2cccc(C(F)(F)F)c2)CC1	-9	6	5	27*	9	0.0	12	-0.5
66	COCc1cccc(-c2csc(C(C)(NC(C)=O)c3ccccc3)n2)c1 (stereo not drawn)	6	-2	5	-4	.	-0.1	.	-0.1
67	Cc1cccc(NC(=O)COc2ccc(/C=N\n3cnnc3)cc2)c1	0	-1	4	-1	17	0.0	-7	.
68	C[C@@H]1CN([C@H](C)CO)C(=O)c2cc(NS(=O)(=O)c3cccs3)ccc2O[C@@H]1CN(C)S(=O)(=O)c1cn(C)cn1	-1	-8	-10	1	6	-0.7	0	-1.2
